West Nile virus CPE – West Nile virus antiviral activity, cell-based, CPE readout (AID 1621); West Nile virus-infected cells, CPE inhibition; higher % means a stronger effect; one-dose CPE inhibition, % at 10 µM; IC50 in µM for titrated hits; actives 0.02% (n = 290,000); in the data active means a potency from the dose series; further: strong numbers were not always called active
RSV antiviral HEp-2 – inhibition of RSV-induced cytopathic effect – HEp-2 cells, primary 10 µM value included (AID 2391) | HEp-2 cells, RSV-induced CPE inhibition; higher % means a stronger effect | CPE inhibition, % at 10 µM; hits with a dose series show IC50 in µM | actives 0.13% (n = 310,000); in the data active means a potency from the dose series; further: strong numbers were not always called active
PMI inhibition – human PMI inhibitors, high substrate, primary screen, biochemical, fluorescence intensity, high mannose 6-phosphate (AID 1220); inhibition, % at 20 µM, or IC50 in µM where a hit was titrated; recombinant PMI enzyme, coupled fluorescence intensity; higher % means a stronger effect; actives 0.66% (n = 190,000)
PMI inhibitors – MPI enzyme activity inhibition – biochemical, fluorescence intensity, coupled assay, primary screen (AID 1209); purified PMI enzyme, coupled fluorescence intensity; higher % means a stronger effect; inhibition, % at 20 µM, or IC50 in µM where a hit was titrated; actives 0.42% (n = 190,000);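 further: plate controls were DMSO vehicle for no effect and wells lacking substrate for full effect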
P. falciparum M17LAP – P. falciparum M17LAP inhibitors, primary screen, biochemical, fluorogenic H-Leu-NHMec substrate, 1536-well (AID 1619); actives 0.38% (n = 220,000); recombinant M17LAP, H-Leu-NHMec fluorogenic kinetic assay; higher % means a stronger effect; inhibition, % at 30 µM; hits with a dose series show IC50 in µM;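 active means compound inhibiting the enzyme by more than half at any dose during confirmatory dose-response retesting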;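 further: plate controls were full reaction with DMSO carrier for no effect and no enzyme background for full effect; strong numbers were not always called active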
UTI89 phage lysis – inhibition of K1F phage lysis, E. coli UTI89, bacterial capsule biogenesis inhibitors, alamar blue (AID 488966); one-dose inhibition, % at 100 µM; IC50 in µM for titrated hits; actives 0.02% (n = 340,000); E. coli UTI89 K1F phage lysis, alamar blue, 2 h; higher % means a stronger effect;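 active means phage lysis inhibition, versus mean bacterial control, above a set limit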;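 further: capsule biogenesis inhibitors block K1F phage lysis so surviving cells raise fluorescence; higher fluorescence means more inhibition of phage lysis; actives were called in the ten point dose series up to 300 µM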
T cell HTS – T cell immune modulators affecting CD8 T cell-vesicle binding; actives 0.068% (n = 330,000); AID 2052; 2C CD8+ T cell-vesicle binding, flow cytometry; active compounds read low; calls only at 7 µM;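 active means response, share of CD8 T cells binding vesicles, and their 90th percentile fluorescence all below set limits, cut at about 80% in these data, passing the limit was not always enough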
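Material: murine 2C transgenic CD8+ T lymphocytes / Also added: QL9-peptide-loaded Drosophila micro-vesicles bearing Ld, ICAM-1 and B7-1 / Schedule: binding step 1.5 h, 37 °C, antibody labelling 20 min, ice / Signal: flow cytometry, PE anti-B7-1 (FL2) versus Alexa647 anti-CD8 (FL8), PFA-fixed / Evaluation: percent CD8+ FL2 mean versus row control / Benchmarks: naked versus QL9-loaded vesicles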
M1AAP inhibition – malaria alanyl aminopeptidase activity blockers – biochemical, fluorogenic H-Leu-NHMec substrate, 1536-well (AID 1445) | recombinant M1AAP, H-Leu-NHMec fluorogenic kinetic assay; higher % means a stronger effect | inhibition, % at 30 µM, or IC50 in µM where a hit was titrated | actives 0.42% (n = 220,000);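 active means primary inhibition above the hit cutoff, then over 50% inhibition at one or more dose response concentrations, cut at about 23% in these data, passing the limit was not always enough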;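 further: plate controls were DMSO full reaction for no effect and no enzyme background for full effect; strong numbers were not always called active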
TNAP activators – human TNAP enzyme activators, primary screen, biochemical, luminescent, no phosphate acceptor, uHTS (AID 1001). purified TNAP, luminescent activation assay, no phosphate acceptor; higher activation fold means a stronger effect. actives 0.03% (n = 200,000). one-dose activation fold at 20 µM; EC50 in µM for titrated hits; in the data active means activation fold from about 3, or a potency from the dose series; inactive means the rest, 99 in 100 with activation fold below about 1.6; further: many of its hits are not listed in these tables
T cell HTS vesicle-bound % – second read-out of T cell HTS, no call of its own (marks repeat the call); double positive events, %; measured here: CD8+ vesicle-bound cell fraction;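 binding gate set so that unloaded-vesicle control wells show 10% double positive cells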
* hit, by the source's call; i = inactive; · = no result given; [ ] = remark or other dose. Unless noted, no stated cut-off is given here; in the data, active means inhibition above about 50%; inactive means the rest. These rows are one share of the data; rates above refer to the full screens.

Order of results – West Nile virus CPE | RSV antiviral HEp-2 | PMI inhibition | PMI inhibitors | P. falciparum M17LAP | UTI89 phage lysis | T cell HTS | T cell HTS vesicle-bound % | M1AAP inhibition | TNAP activators
> CCN(CC)CCOC(=O)c1cc2cc(COC)ccc2o1
→ 0.1% | 1.7% | 3% | 13% | -6% | 0.5% | i | 36 | 7% | 1.1
> CNCCc1ccccc1
→ 0.8% | 0.5% | · | · | -6% | · | i | 1 | -6% | ·
> CCOC(=O)c1ccc(N2C(=O)CC(N3CCC(C#N)(c4ccccc4)CC3)C2=O)cc1 (stereo not given)
→ 0.1% | 0.8% | 11% | 14% | 13% | -0.3% | i | 42 | -4% | 1.1
> C#CCN1CCN(c2ccc(F)cc2)CC1
→ 0.7% | -1.6% | -9% | -6% | 2% | 3.1% | i | 54 | 2% | 1
> CN(C)c1ccc(-[n+]2c(-c3ccccc3)cc(-c3ccccc3)cc2-c2ccccc2)cc1
→ -0.4% | · | -5% | -1% | 6% | · | · | · | 4% | 1
> CCCCCCC(N)CC(=O)O (stereo not given)
→ 0.5% | · | 1% | 2% | 9% | -0.2% | · | · | 12% | 1.1
> Cc1cccc(OP(=O)(Nc2ccc(F)cc2)Oc2cccc(C)c2)c1
→ -1.2% | 13% | 17% | 18% | 0% | -2.4% | i | 8 | -1% | 1.2
> O=C(C(=O)N1CCC2(CC1)OCCO2)c1c[nH]c2ccccc12
→ -0.4% | 1.8% | -5% | -2% | 2% | -0.2% | i | 62 | 3% | 1
> Cc1cc(/C=C2/C(=O)NC(=O)N(C)C2=O)c(C)n1-c1ccccc1
→ 0.7% | 1.1% | 8% | 3% | 2% | 0.4% | i | 25 | -2% | 1
> CCC12CN3CC(CC)(CN(C1)C3c1cccnc1)C2=O (stereo not given)
→ 0.2% | 0.6% | 2% | 8% | 13% | 0.9% | i | 55 | -1% | 1
> Nc1ccccc1-[n+]1c(-c2ccccc2)cc(-c2ccccc2)cc1-c1ccccc1
→ 0.5% | 3.4% | · | · | -5% | 0.0% | i | 32 | 6% | ·
> O=C(Cc1ccccc1)N1CCN(CC2CC3C=CC2C3)CC1 (stereo not given)
→ -1.3% | -0.9% | -15% | -13% | 8% | 0.0% | i | 20 | -5% | 1
> FC(F)(F)c1cccc(N2CCNCC2)c1
→ 0.2% | -1.5% | -13% | -8% | 2% | · | i | 42 | 5% | 1.1
> Cc1c(OC(=O)N(C)C)ccc2c1O/C(=C\c1ccco1)C2=O
→ -1.4% | 2.2% | · | · | · | -1.3%[50 µM] | i | 23 | · | ·
> Cc1c(C)c2ccc(OCC(=O)N3C[C@H]4C[C@@H](C3)c3cccc(=O)n3C4)cc2oc1=O
→ -0.2% | 1.7% | · | · | · | -3.3% | i | 19 | · | ·

Single records, as listed above. Order of screens: West Nile virus CPE	RSV antiviral HEp-2	PMI inhibition	PMI inhibitors	P. falciparum M17LAP	UTI89 phage lysis	T cell HTS	T cell HTS vesicle-bound %	M1AAP inhibition	TNAP activators
CNCCc1ccccc1 is entered as 0.8%	0.5%	·	·	-6%	·	i	1	-6%	·
FC(F)(F)c1cccc(N2CCNCC2)c1 is entered as 0.2%	-1.5%	-13%	-8%	2%	·	i	42	5%	1.1
CN(C)c1ccc(-[n+]2c(-c3ccccc3)cc(-c3ccccc3)cc2-c2ccccc2)cc1 is entered as -0.4%	·	-5%	-1%	6%	·	·	·	4%	1

Copied from the list:
TNAP activators with CCCCCCC(N)CC(=O)O (stereo not given) = 1.1
UTI89 phage lysis with Cc1c(OC(=O)N(C)C)ccc2c1O/C(=C\c1ccco1)C2=O = -1.3%[50 µM]

Next structures:
Order of results – West Nile virus CPE | RSV antiviral HEp-2 | PMI inhibition | PMI inhibitors | P. falciparum M17LAP | UTI89 phage lysis | T cell HTS | T cell HTS vesicle-bound % | M1AAP inhibition | TNAP activators
> CN1/C(=C\C=C\C2=[N+](C)c3ccc4ccccc4c3C2(C)C)C(C)(C)c2ccccc21
→ -1.9% | -2.3% | 11% | 25% | 21% | · | i | 62 | 8% | 0.7
> CC(=NCCO)c1c(O)n(C)c(=O)n(C)c1=O
→ 0.1% | 1.8% | -10% | -14% | 4% | 1.0% | i | 11 | 6% | 1
> O=C1CN=C(c2ccccc2)c2oc3ccc(Br)cc3c2N1
→ 0.6% | -0.8% | 2% | 3% | -3% | 0.2% | i | 25 | 7% | 1.1
> Nc1nonc1-n1nnc(C(=O)N/N=C/c2ccc(OCc3ccc(F)cc3)cc2)c1COc1ccccc1
→ 0.4% | 4.0% | · | · | -9% | -0.1% | i | 65 | -3% | ·
> COc1cccc(CNC(=O)CCC(=O)N2C[C@H]3C[C@H](C2)c2cccc(=O)n2C3)c1OC
→ 0.2% | 0.3% | · | · | · | 6.3% | i | 26 | · | ·
> CCOc1ccc(NC(=O)CCNC(=O)N2C[C@H]3C[C@@H](C2)c2cccc(=O)n2C3)cc1
→ -0.2% | 1.4% | · | · | · | 2.4% | i | 43 | · | ·
> CNCCc1ccc(O)c(O)c1
→ 0.8% | 2.9% | · | · | · | 7.3% | i | 31 | · | ·
> CCCCCCN=C(C)c1c(O)n(Cc2ccccc2)c(=O)[nH]c1=O
→ -1.1% | 4.5% | 11% | 12% | 4% | 0.6% | i | 51 | 2% | 1.1
> COc1ccc(NC2=NC(C)(C)CS2)cc1
→ -0.6% | 0.3% | -8% | -3% | -1% | 0.2% | i | 28 | -2% | 1.1
> Cc1ccc(OCC(=O)N2CCN(Cc3ccc4c(c3)OCO4)CC2)cc1C
→ -1.6% | 14% | 0% | 2% | 16% | 0.7% | i | 50 | -5% | 1.1
> NC(=O)C1(N2CCCCC2)CCN(Cc2ccccc2)CC1
→ -0.6% | -0.6% | 0% | 6% | -6% | 0.8% | i | 43 | -5% | 1.2
> C=CCn1c(O)c(C(C)=NCCCN2CCOCC2)c(=O)[nH]c1=O
→ 0.5% | -2.2% | -8% | -6% | -4% | 4.0% | i | 10 | -3% | 1.1
> O=C(CCC(=O)N1CCC2(CC1)OCCO2)Nc1nnc(C(F)(F)F)s1
→ -0.1% | -0.6% | -2% | 1% | -8% | 2.6% | i | 34 | -5% | 1.1

3 compounds from above with just PMI inhibitors and P. falciparum M17LAP.
SMILES	PMI inhibitors	P. falciparum M17LAP
CN(C)c1ccc(-[n+]2c(-c3ccccc3)cc(-c3ccccc3)cc2-c2ccccc2)cc1	-1%	6%
CCCCCCC(N)CC(=O)O (stereo not given)	2%	9%
Cc1cccc(OP(=O)(Nc2ccc(F)cc2)Oc2cccc(C)c2)c1	18%	0%
